Screening data deposited in PubChem BioAssay by National Center for Advancing Translational Sciences (NCATS).
KCNH2 3.1 block = inhibitors of human KCNH2 3.1 potassium channel isoform | U2OS KCNH2 3.1, thallium flux FluxOr; stronger effect = lower value | 340,000 compounds, 0.95% hits | activity change, % (tested at about 1.8 µM);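 active = maximum activity change below -70%; inconclusive = maximum activity change from -70% to -50%; inactive = maximum activity change above -50%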;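 also: thallium influx rate constant from kinetic fluorescence after stimulation buffer; % is scaled to controls: 0 for no effect and ±100 for the full control effect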
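Normalized rate constant (relative to positive and negative DMSO controls) derived from a 2 min kinetic fluorescence read after stimulation; U2OS cells expressing the 3.1 isoform via virus at 1.77 x 10^8 /mL.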
RORgamma inh = ROR gamma (mouse) transcription inhibition. Potency, µM (highest dose often 53.6 µM), for inactives: top-dose activity change, negative = inhibition, most hits filed as inhibitors. 310,000 compounds, 5.4% hits. Drosophila S2 Gal4-RORgamma UAS-luciferase reporter, 20 h. AID 2551; also: potency is read from the fitted curve at half-maximal effect; % is scaled to controls: 0 for no effect and ±100 for the full control effect; nearly all actives have a fitted effect of over 60% in size
Target sequence (P51450 whole entry, looked up, the tested form may be a part): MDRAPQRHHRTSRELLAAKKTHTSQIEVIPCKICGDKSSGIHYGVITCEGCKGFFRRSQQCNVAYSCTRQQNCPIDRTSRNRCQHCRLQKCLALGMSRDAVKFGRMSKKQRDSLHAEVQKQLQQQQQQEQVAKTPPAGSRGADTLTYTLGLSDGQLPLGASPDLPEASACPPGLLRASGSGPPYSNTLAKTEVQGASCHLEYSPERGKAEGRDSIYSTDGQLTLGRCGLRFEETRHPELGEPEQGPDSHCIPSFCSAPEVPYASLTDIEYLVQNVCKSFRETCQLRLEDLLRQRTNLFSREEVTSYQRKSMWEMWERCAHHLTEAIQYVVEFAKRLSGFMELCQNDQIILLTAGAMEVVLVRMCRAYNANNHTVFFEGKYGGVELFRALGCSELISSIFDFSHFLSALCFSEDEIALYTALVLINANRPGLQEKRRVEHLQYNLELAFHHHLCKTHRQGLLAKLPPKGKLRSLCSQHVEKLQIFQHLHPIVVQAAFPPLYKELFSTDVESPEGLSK
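Stably transfected Drosophila Schneider cells are the test system, with ROR gamma fused to Gal4 and luciferase under UAS control; luminescence is read after 20 hr of 700 uM copper sulfate induction at ambient temperature.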
ELG1 genotoxic = induces genotoxicity in HEK293T cells with luciferase-tagged ELG1; 330,000 compounds, 1.3% hits; HEK293T ELG1-luciferase reporter, luminescence, 16 h; Potency, µM (titrated, usually from 46 µM), for the others: at the top dose activity change, positive = activation, actives largely listed as activators; AID 504466; also: potency is read from the fitted curve at half-maximal effect; % of control where 0% means no effect; nearly all actives have a fitted effect of over 60% in size
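HEK293T cells expressing luciferase-tagged ELG1 were exposed to compound or DMSO vehicle for 16 hr at 37 °C and 5% CO2. Luciferase activity was then measured with ONE-Glo after 30 min at room temperature.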
Rab9 prom act = Rab9 promoter activation. Huh7 Rab9 promoter-luciferase reporter, luminescence, 24 h. 320,000 compounds, 2.8% hits. Potency, µM (doses to about 9.22 µM), inactives show top-dose activation, negative = inhibition, hits mostly activators; also: potency is read from the fitted curve at half-maximal effect; % of control where 0% means no effect; nearly all actives have a fitted effect of over 60% in size
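Luminescence read-out: Huh7 cells stably expressing Rab9-luciferase, treated 24 h with compound at 37 °C, then lysed with luciferase reagent for 10 min at ambient before reading.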
Coupling enz = coupling enzyme interference in Giardia aldolase counter-screen; AID 2472; coupling enzyme system counterscreen, AmpLite Red fluorescence; activity change, negative = inhibition, % at 58.2 µM, hits read low; 290,000 compounds, 0.67% hits; in the data active = activity change below about -30%; also: % is scaled to controls: 0 for no effect and ±100 for the full control effect
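Fluorescence at 525 nm excitation and 598 nm emission measured inhibition of the coupled detection system without aldolase. Compounds (at 57.5 uM final) were preincubated 10 min at room temperature with coupling enzyme reagent before a 20 min substrate/AmpLite Red step.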
FLuc counter = firefly luciferase modulation, counter-screen for miR-21 project; purified FLuc, Km substrates, luminescence inhibition; Potency, µM (series often up to 57.5 µM), inactives show top-dose activity change, negative = inhibition, usual class: inhibitors; 360,000 compounds, 6.9% hits;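 also: potency is read from the fitted curve at half-maximal effect; plate controls were vehicle for no effect and reference inhibitor for full effect; nearly all actives have a fitted effect of over 55% in size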
Target sequence (P08659 whole entry, looked up): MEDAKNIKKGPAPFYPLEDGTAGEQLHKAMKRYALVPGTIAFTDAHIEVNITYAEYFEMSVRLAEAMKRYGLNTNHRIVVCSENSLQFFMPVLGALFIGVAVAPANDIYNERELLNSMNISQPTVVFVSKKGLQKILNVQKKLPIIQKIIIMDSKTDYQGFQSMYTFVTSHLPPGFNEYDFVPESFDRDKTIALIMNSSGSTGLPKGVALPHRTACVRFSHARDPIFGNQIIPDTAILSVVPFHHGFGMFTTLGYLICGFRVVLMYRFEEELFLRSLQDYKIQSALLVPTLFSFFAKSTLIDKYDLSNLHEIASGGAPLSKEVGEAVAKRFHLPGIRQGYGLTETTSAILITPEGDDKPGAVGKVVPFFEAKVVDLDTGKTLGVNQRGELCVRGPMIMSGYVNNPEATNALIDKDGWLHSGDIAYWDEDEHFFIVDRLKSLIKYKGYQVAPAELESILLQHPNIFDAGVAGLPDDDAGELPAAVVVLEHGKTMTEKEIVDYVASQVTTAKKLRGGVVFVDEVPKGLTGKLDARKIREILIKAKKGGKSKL
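Purified P. pyralis luciferase, 10 nM final, with Km-level 10 uM D-luciferin and 10 uM ATP in 50 mM Tris acetate pH 7.5, 10 mM Mg acetate, 0.01% Tween-20, 0.05% BSA; 6-point qHTS titration about 60 µM downward; luminescence read.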
NPC1 prom act = NPC1 promoter activation; Huh7 NPC1 promoter luciferase reporter, 24 h; Potency, µM (titrated, usually from 9.22 µM), for the others: at the top dose activation, hits mostly activators; 320,000 compounds, 2.4% hits;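 also: potency is read from the fitted curve at half-maximal effect; % of control where 0% means no effect; nearly all actives have a fitted effect of over 60% in size; reporter is driven by a mutant NPC1 promoter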
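Luciferase expression driven by the NPC1 promoter was measured in stably transfected Huh7 cells after a 24 h compound incubation, using a luciferase reagent and a luminescence read.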
Gal4-VP16 FLuc = Gal4-VP16 reporter inhibition counter-screen; Drosophila S2 Gal4-VP16 UAS-luciferase, luminescence, 20 h; Potency, µM (highest dose often 53.6 µM), for inactives: at the highest dose activity, negative = inhibition, hits mostly inhibitors; 310,000 compounds, 3.5% hits; AID 2546;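 also: Gal4-VP16 expression switched on by copper sulfate through the metallothionein promoter; potency is read from the fitted curve at half-maximal effect; % is scaled to controls: 0 for no effect and ±100 for the full control effect; nearly all actives have a fitted effect of over 50% in size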
uPA surface inh = cell surface uPA generation inhibition | cell surface uPA generation assay, qHTS | Potency, µM (titrated, usually from 38.3 µM), for the others: at the top dose activity change, negative = inhibition, most hits filed as inhibitors | 330,000 compounds, 0.31% hits | AID 540303; active = well fitted inhibition curve with a large enough effect; inconclusive = small, poorly fitted or top-dose-only effect; inactive = no such curve, though single readings can be large or run the other way; tested in mouse RAW 264.7 cells; also: potency is read from the fitted curve at half-maximal effect; % is scaled to controls: 0 for no effect and ±100 for the full control effect; nearly all actives have a fitted effect of over 55% in size
Giardia killer = Giardia lamblia killing; Giardia lamblia trophozoite viability; activity change, % at 7.66 µM, hits read low; 340,000 compounds, 0.15% hits; in the data active = activity change below about -80%; inconclusive = between about -30% and that limit;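 also: parasites exposed to compound for two days anaerobically before the ATP read; % is scaled to controls: 0 for no effect and ±100 for the full control effect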
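Giardia lamblia trophozoites (100 cells/well) were incubated with compounds for 48 h at 37 deg C under anaerobic conditions. Viability was read as ATP content by one-step luminescence after 15-30 min at room temperature.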
Tb PFK inh = inhibitors of T. brucei phosphofructokinase. O15648. T. brucei PFK, ADP-Glo luminescence. Potency, µM (highest dose often 57.5 µM), for inactives: at the highest dose activity, negative = inhibition, hits mostly inhibitors. 330,000 compounds, 0.17% hits. AID 485367;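 also: potency is read from the fitted curve at half-maximal effect; 0% = uninhibited 1x PFK enzyme wells and -100% = no-enzyme wells; nearly all actives have a fitted effect of over 60% in size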
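1.25 nM PFK with 0.5 mM F6P and 0.1 mM ATP in 0.1 M TEA pH 8.0, 5 mM MgCl2, incubated 45 min at room temperature; ADP measured by ADP-Glo luminescence; compounds titrated up to 57 uM.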
Numbers without * were called inactive; ? = inconclusive; . = not tested or not shown; [ ] = another dose, or the depositor's remark. Unless noted, calls follow the shape of the dose curve; as a rule, active = well fitted curve in the direction sought with a large enough effect; inconclusive = small, poorly fitted or top-dose-only effect, or another doubt; inactive = no such curve, though single readings can be large; an effect the other way counts as inactive or inconclusive. Outcome played no part in choosing rows. Share with any hit: about 14%.

SMILES	KCNH2 3.1 block	RORgamma inh	ELG1 genotoxic	Rab9 prom act	Coupling enz	FLuc counter	NPC1 prom act	Gal4-VP16 FLuc	uPA surface inh	Giardia killer	Tb PFK inh
O=C(CC(c1ccc(F)cc1)c1ccco1)N1CCCC1 (stereo unspecified)	2	1%	4%	12%	4	-7%	0%	3%	-1%	7	-15%
COc1ccc2c(c1)CC/C(=C\c1ccc(OC)c(Cn3nc(C)cc3C)c1)C2=O	-20	?	-21%	-4%	-1	?	-4%	-28%	-5%	-1	-4%
C=CCn1c(NC(=O)CC)c(C(=O)OCC)sc1=S	-4	4%	1%	1%	2	8%	-4%	6%	0%	-10	5%
COc1ccccc1/C=N\N=C(\N)c1ccccn1	-4	-28%	?	2.2µM*	-1	6.7µM*	?	-9%	-13%	-15	5%
Cc1cccc([C@@H]2[C@@H]3C(=O)N(Cc4ccccc4)C(=O)[C@@H]3[C@]3(Cc4ccccc4)C(=O)N(c4ccccc4)C(=O)N23)c1	10	.	6%	1%	.	0%	-3%	.	14%	1	0%
COc1ccc(S(=O)(=O)N2CCN(C(=O)CC(C)C)CC2)cc1	1	-1%	0%	-1%	-1	-1%	0%	2%	-2%	9	0%
CC(C)CCN1CCN(Cc2cccn2-c2ccc(Cl)cn2)CC1CCO (stereo unspecified)	-12	-45%	-7%	-1%	1	1%	1%	4%	-5%	3	?
COc1ccc(C)cc1CN1C(=O)c2ccccc2C1=O	-1	16%	-6%	6%	5	3%	3%	12%	1%	-16	3%
CCCC(=O)NC(c1ccco1)c1cc(Cl)c2cccnc2c1O (stereo unspecified)	4	4µM*	6%	-14%	-7	0%	-22%	3.5µM*	-9%	-3	9%
COc1ccc(S(=O)(=O)NCc2cccnc2)cc1C(=O)N1CCCCC1	1	-1%	3%	-2%	1	4%	-3%	-8%	-3%	-20	0%
CC(NC(=O)c1ccco1)C(=O)O (stereo unspecified)	-116*	.	5%	-4%	.	1%	-7%	.	-1%	-22	6%
CN(C(=O)c1ccccc1OCc1ccc(F)cc1)c1c(N)n(Cc2ccccc2)c(=O)[nH]c1=O	-1	.	1%	-4%	.	0%	-1%	.	-14%	-16	1%
Cc1nn(Cc2ccccc2)c2c1C(c1ccccc1)C(C#N)=C(N)O2 (stereo unspecified)	3	-11%	3%	2%	2	3%	-5%	-14%	0%	9	2%
COc1ccc(CCNC(=O)COC(=O)c2ccc(C)s2)cc1	1	.	1%	0%	.	-5%	-1%	.	1%	-16	4%
Nc1ncncc1-c1ccc2ccccc2c1	7	-27%	-5%	-4%	0	-2%	6%	0%	17%	15	14%
O=C(NNC1=Nc2ccccc2SC1)c1ccc(F)cc1	8	?	-9%	-13%	-1	-4%	1%	3.5µM*	-10%	-20	0%
CCc1cc(Cn2nc(-c3ccccc3)cc2C(=O)O)on1	6	.	1%	1%	.	3%	1%	.	-6%	3	-10%
CCN1CCN(c2cc(C)c3cc(NC(=S)NCc4cccs4)ccc3n2)CC1	-2	-22%	-4%	-25%	0	-2%	1%	1%	?	7	-2%
O=C(CSc1ccc(-c2ccco2)nn1)c1ccc(F)cc1	-3	39%	8%	?	0	?	10%	3%	-8%	-6	-2%
O=C(Cn1cnc2ccccc2c1=O)c1ccc2c(c1)OCCO2	0	-10%	?	1.3µM*	0	6µM*	2µM*	-16%	-9%	-24	-5%
Cc1nnn(-c2nonc2N)c1C(=O)N/N=C/c1cccc2ccccc12	-19	-116%	9%	-3%	3	5%	-8%	13µM*	1%	-2	1%
CN(C)C1(CNC(=O)c2cccc(S(=O)(=O)Nc3ccc(Br)cc3)c2)CCCCC1	-5	.	-1%	-1%	.	1%	-1%	.	4%	-3	-9%
Cc1ccc(S(=O)(=O)Nc2cccnc2)cc1	18	17%	1%	2%	4	1%	0%	-2%	-4%	6	-5%
Cc1cccc(-n2c(SCC(=O)Nc3ncc(Cl)cc3Cl)nc3ccccc32)c1	-21	-13%	-7%	9%	0	1%	-6%	-18%	-15%	23	0%
COc1ccc(C)cc1S(=O)(=O)N(C)CC(=O)N1CCCC1	?	-24%	-1%	-1%	3	4%	-4%	3%	2%	-19	4%
Cc1cc(=O)[nH]c(SCc2cn3ccccc3n2)n1	22	25%	4%	-3%	1	-10%	1%	15%	3%	-4	-3%
C/C=C(/C)C(=O)O[C@@H]1[C@H](OC(=O)C=C(C)C)c2c(ccc3ccc(=O)oc23)OC1(C)C	-23	16%	-1%	-3%	-2	-17%	-2%	-4%	-7%	13	-9%
COC(=O)CC1C(=O)NCCN1C(=O)CSc1nc2cc(Cl)ccc2o1 (stereo unspecified)	-19	14%	0%	-1%	2	0%	-2%	5%	-5%	9	-2%
Cc1ccc(-c2cc(C(=O)N/N=C/C(Br)=C/c3ccccc3)n[nH]2)o1	-1	?	-2%	22%	-1	24µM*	-3%	-12%	-10%	28	?
Cc1nnsc1C(=O)N1CCN(c2ccc(C#N)cn2)CC1	-1	-7%	0%	-1%	4	0%	-2%	-5%	1%	-1	-2%
O=C(N/N=C/c1cc2c(cc1Br)OCO2)c1c[nH]c2ccccc12	22	?	8%	2.5µM*	-4	9.5µM*	2.5µM*	1%	-7%	28	-3%
Cc1nn(-c2ccccc2)c(C)c1/C=N/n1c(-c2ccncc2)n[nH]c1=S	9	-28%	-11%	-3%	0	3%	1%	1%	-9%	-13	0%
CCOC(=O)c1cc(S(=O)(=O)N(C)Cc2ccccc2)cn1C	6	-13%	-3%	-6%	.	-3%	-3%	11%	1%	-18	4%
CN1CCN(C(c2ccc(Br)cc2)c2cc(Cl)c3cccnc3c2O)CC1 (stereo unspecified)	-6	2.8µM*	-7%	12%	-3	0%	-2%	0.79µM*	1%	-4	-8%
Cc1ccc(N2C(=S)NC3c4cc(Cl)ccc4OC2(C)C3C(=O)N(C)C)cc1 (stereo unspecified)	-20	11µM*	-2%	-1%	2	-2%	-3%	-20%	-6%	0	10%
CCOC(=O)c1oc2cccc(OC(C)=O)c2c1C	30	-7%	19%	?	7	-4%	?	3%	1%	-21	-3%
NS(=O)(=O)c1ccc(NC(=S)N2CCN(c3cccc(Cl)c3)CC2)cc1	3	?	-5%	-7%	-3	6%	-6%	?	-5%	-13	?
COc1ccc(CCNS(=O)(=O)c2ccc(-c3ccc(=O)[nH]n3)o2)cc1OC	10	-25%	0%	-3%	0	-1%	-1%	16%	-1%	-24	1%
Cc1cc(C)n(CC2CC(=O)N(c3ccc(Cl)c(Cl)c3)C2=O)n1 (stereo unspecified)	-11	13%	1%	-5%	-6	0%	0%	-4%	1%	-15	-7%
CCOc1ccc2nc(NC(=O)c3ccc(OC)c(S(=O)(=O)N4CCOCC4)c3)sc2c1	-47	19%	-32%[inhibitor]	-4%	0	-15%	-2%	5%	-4%	9	5%
CCN(CC(=O)NCc1ccc(F)cc1)C(=O)c1cc2ccccc2o1	11	16%	-1%	4%	-2	2%	2%	-1%	-1%	5	-6%
O=C(CCCN1C(=O)c2ccccc2C1=O)Nc1c(C(=O)C2CC2)oc2ccccc12	23	-21%	1%	-6%	2	6%	-5%	2%	3%	-2	-2%
Cc1c(CC(=O)O)c(=O)oc2c(C)c(OCc3c(F)cccc3Cl)ccc12	11	-15%	0%	-11%	12	?	0%	-2%	1%	-4	-2%
CCOc1ccc(NC(=O)c2nc(SCC)ncc2Cl)cc1	-9	7%	6%	-8%	2	0%	0%	-3%	9%	1	2%
O=C(O)c1cccc(-c2ccc3c(c2)OCO3)c1	-4	.	6%	12%	0	?	-1%	.	17%	22	-3%
CC1CN(C(=O)c2cc([N+](=O)[O-])cc([N+](=O)[O-])c2)CC(C)O1 (stereo unspecified)	9	?	?	3.2µM*	2	15µM*	?	-13%	5%	0	1%
COc1ccccc1-c1nc(SCC(=O)Nc2cc(C)on2)c2c(=O)n(C)c(=O)n(C)c2n1	1	-4%	3%	-2%	.	-2%	-6%	-3%	0%	14	1%
CC1CC(OC(=O)CN2CCCCC2)CC(C)(C)C1 (stereo unspecified)	.	27%	0%	-2%	1	-2%	1%	-2%	.	.	4%
Cc1ccsc1/C=N\NC(=O)CC(=O)NCc1ccccc1	-18	1%	-3%	-3%	-36*	3%	-2%	9%	0%	-12	-3%
COc1ccc(OC)c(CN2CCN(C(=O)c3cc4ccccc4cc3O)CC2)c1	-4	9%	-9%	0%	2	4%	0%	1%	-2%	1	-5%
COc1ccccc1N(Cc1ccccc1)S(=O)(=O)c1cccc(C(=O)Nc2cccc(C)n2)c1	8	-3%	-18%	0%	.	1%	-2%	3%	-4%	-15	1%
